Assay outcomes: PubChem BioAssay, several laboratories
M5 antag: antagonists of human muscarinic M5 receptor (CHRM5); P08912; CHO-hM5 cells, Fluo-8 calcium fluorescence, ACh EC80; inhibition, % at 3 µM; 360,000 tested, 0.59% active;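 active = inhibition above a per-plate cutoff, the mean of that plate's test compounds plus 3 SD, cut at about 27% in these data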;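 note: 0% = acetylcholine EC80 with DMSO and 100% = DMSO without agonist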
Target sequence (P08912 whole entry, looked up): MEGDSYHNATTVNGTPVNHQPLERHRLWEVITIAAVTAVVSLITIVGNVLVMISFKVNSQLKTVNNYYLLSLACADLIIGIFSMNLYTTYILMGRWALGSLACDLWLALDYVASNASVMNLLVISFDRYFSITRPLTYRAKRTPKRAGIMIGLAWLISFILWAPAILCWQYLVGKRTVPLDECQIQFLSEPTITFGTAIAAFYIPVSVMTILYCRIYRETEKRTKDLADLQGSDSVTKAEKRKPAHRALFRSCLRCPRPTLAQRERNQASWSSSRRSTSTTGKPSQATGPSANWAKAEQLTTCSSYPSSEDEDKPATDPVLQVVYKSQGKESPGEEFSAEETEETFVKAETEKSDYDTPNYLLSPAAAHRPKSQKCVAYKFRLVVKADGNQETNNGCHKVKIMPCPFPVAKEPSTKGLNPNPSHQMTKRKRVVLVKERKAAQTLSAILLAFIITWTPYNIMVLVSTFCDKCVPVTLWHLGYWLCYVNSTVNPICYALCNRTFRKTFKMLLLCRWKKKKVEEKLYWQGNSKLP
M5 PAM: CHRM5 positive allosteric modulation; P08912; CHO-K1 hM5, Fluo-8 calcium, ACh EC20 PAM; 0% = ACh EC20, 100% = ACh EC100; activation, % at 3 µM; 360,000 tested, 0.3% active; AID 624038;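 active = activation above the run cutoff, the mean activation of all test compounds plus 3 SD, cut at about 18% in these data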
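Measured by: Fluo-8 calcium fluorescence; material: human M5 receptor in CHO-K1 cells; schedule: Post-acetylcholine fluorescence recording 140 s; benchmarks: low control EC20 acetylcholine (0%), high control EC100 acetylcholine (100%); read-out: Max/basal fluorescence ratio as % of EC20–EC100 ACh window; compound: single dose, 3 µM nominal final test concentration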
CRFBP-R2 agonist: agonists of human CRF-binding protein/CRF-R2 receptor complex; activation, % at 13.2 µM; HEK293 CRF-R2/CRF-BP, calcium dye fluorescence (FLIPR); percent of saturating CRF peptide response; 350,000 tested, 0.46% active;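 active = activation of at least 50%, plus an integration ratio under a set limit after plate pattern correction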;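 note: plate controls were neutral control wells without compound for no effect and CRF at EC100 for full effect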
M4 antag: blocks acetylcholine activation of human M4 receptor; 360,000 tested, 0.73% active; inhibition, % at 3 µM; AID 624125; CHO-hM4 cells, ACh EC80, Fluo-8 calcium fluorescence; P08173;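 active = inhibition above its plate's cutoff, the mean inhibition of sample wells plus 3 SD, cut at about 27% in these data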;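 note: 0% = acetylcholine EC80 with DMSO and 100% = DMSO without agonist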
M4 ag: CHRM4 agonism in calcium assay; CHO-K1 hM4/Gqi5, Fluo-8 calcium fluorescence; vehicle 0%, full acetylcholine response 100%; activation, % at 3 µM; 360,000 tested, 0.14% active;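 active = activation above the run mean over all test wells plus 3 SD, cut at about 32% in these data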;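 note: peak over basal fluorescence ratio per well then scaled between controls; 0% = DMSO wells and 100% = acetylcholine at EC100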
M4 PAM: CHRM4 positive allosteric modulation. CHO-K1 hM4/Gqi5, Fluo-8 calcium fluorescence, ACh EC20; 0% = ACh EC20, 100% = maximal ACh. AID 624126. 360,000 tested, 0.4% active. P08173. activation, % at 3 µM;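 active = activation above its plate's cutoff, the mean activation of sample wells plus 3 SD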; note: some results filed as inactive read as strong as hits
CHRM5 agonist: agonists of human muscarinic M5 receptor (CHRM5) | activation, % at 3 µM | 360,000 tested, 0.19% active | CHO-K1 hM5 cells, Fluo-8 calcium fluorescence; 0% DMSO wells, 100% maximal acetylcholine response | AID 624037 | P08912;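 active = activation above the run's mean over test compounds plus 3 SD, cut at about 23% in these data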;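 note: signal is peak over basal fluorescence ratio across the kinetic read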
CHRM1 antagonist: antagonists of human M1 muscarinic receptor; CHO-K1 hM1, Fluo-8 calcium fluorescence, ACh EC80 antagonist; P11229; inhibition, % at 3 µM; AID 588852; 360,000 tested, 1.3% active;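 active = percent inhibition above its own plate's cutoff, namely the mean of that plate's compound wells plus 3 SD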;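 note: peak over basal fluorescence ratio during 140 s after agonist addition; 0% = ACh EC80 plus DMSO and 100% = DMSO alone without agonist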
Target sequence (P11229 whole entry, looked up): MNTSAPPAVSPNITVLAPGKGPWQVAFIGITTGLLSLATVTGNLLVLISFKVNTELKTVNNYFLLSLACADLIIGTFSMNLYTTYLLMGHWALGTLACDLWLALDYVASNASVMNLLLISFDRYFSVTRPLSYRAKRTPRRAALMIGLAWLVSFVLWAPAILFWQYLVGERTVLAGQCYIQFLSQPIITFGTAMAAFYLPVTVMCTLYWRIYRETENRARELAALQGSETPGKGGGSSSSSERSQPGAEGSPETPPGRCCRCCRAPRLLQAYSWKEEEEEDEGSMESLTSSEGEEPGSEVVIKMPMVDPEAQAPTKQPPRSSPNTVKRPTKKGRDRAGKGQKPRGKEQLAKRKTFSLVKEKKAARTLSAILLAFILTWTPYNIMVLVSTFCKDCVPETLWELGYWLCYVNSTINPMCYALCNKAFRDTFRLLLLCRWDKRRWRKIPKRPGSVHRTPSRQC
CHRM1 PAM: human CHRM1 positive allosteric modulation | 360,000 tested, 0.088% active | AID 588819 | activation, % at 3 µM | CHO-K1 hM1, Fluo-8 calcium fluorescence, ACh EC20; 0% = ACh EC20, 100% = maximal ACh | P11229; in the data active = activation above about 19%, passing the limit was not always enough
* = called active by the depositor; · = not tested or not shown; & = joins results of further samples. Rows were taken by chance. About 2.8% of those tested had a hit in this group.

Preview, 3 compounds:
SMILES | M5 antag | M5 PAM | CRFBP-R2 agonist | M4 antag | M4 ag | M4 PAM | CHRM5 agonist | CHRM1 antagonist | CHRM1 PAM
COc1ccccc1NS(=O)(=O)c1cccc(C(=O)N/N=C/c2cn(-c3ccccc3)nc2-c2ccccc2)c1 | 6 | -4 | 0.2 | 3 | 2 | -6 | -1 | -3 | 6
CCOc1ccccc1N1CC(C(=O)NNC(=O)c2cc(OC)c(OC)c(OC)c2)CC1=O (stereo not drawn) | 0 | 0 | -0.9 | 0 | 0 | 3 | 1 | -6 | 4
Cc1ccc(N2CCN(S(=O)(=O)c3ccc4c(c3)n(C)c(=O)c(=O)n4C)CC2C)cc1 (stereo not drawn) | -10 | -2 | -3.5 | -19 | 0 | 12 | -2 | -6 | 6

All compounds of this part, from the first entry:
SMILES | M5 antag | M5 PAM | CRFBP-R2 agonist | M4 antag | M4 ag | M4 PAM | CHRM5 agonist | CHRM1 antagonist | CHRM1 PAM
COc1ccccc1NS(=O)(=O)c1cccc(C(=O)N/N=C/c2cn(-c3ccccc3)nc2-c2ccccc2)c1 | 6 | -4 | 0.2 | 3 | 2 | -6 | -1 | -3 | 6
CCOc1ccccc1N1CC(C(=O)NNC(=O)c2cc(OC)c(OC)c(OC)c2)CC1=O (stereo not drawn) | 0 | 0 | -0.9 | 0 | 0 | 3 | 1 | -6 | 4
Cc1ccc(N2CCN(S(=O)(=O)c3ccc4c(c3)n(C)c(=O)c(=O)n4C)CC2C)cc1 (stereo not drawn) | -10 | -2 | -3.5 | -19 | 0 | 12 | -2 | -6 | 6
Cc1ccccc1CN1CCN(C(=O)c2ccco2)CC1 | 10 | -5 | -0.1 | 2 | 1 | -2 | -4 | -7 | 2
Cc1ccc2oc(C(=O)N3CCN(Cc4ncccc4C)CC3)c(C)c2c1 | 2 | 0 | 0.7 | -4 | 2 | 2 | -3 | -11 | 8
Cc1ccc2cc(C(c3nnnn3Cc3ccccc3)N3CCc4ccccc43)c(=O)[nH]c2c1 (stereo not drawn) | -12 | -5 | 1.6 | -11 | 0 | -6 | 3 | 3 | -2
COCCn1ccc2c(OCC(=O)NCc3ccc(C)cc3)cccc2c1=O | 2 | 4 | 0.3 | -8 | 1 | 4 | -1 | -12 | 11
Cc1cc(C)c(S(=O)(=O)Nc2ccc(O)cc2)c(C)c1 | -5 | -2 | 1.1 | 1 | 4 | 2 | -6 | -15 | 10
CN(Cc1ccccc1)Cc1nc2c(c(=O)n(C)c(=O)n2C)n1Cc1ccc(Cl)cc1 | -5 | 2 | -0.1 | 4 | 1 | 10 | 2 | -3 | 7
Cc1nc(-c2ccc(F)cc2)c(CC(=O)Nc2cccc(S(=O)(=O)N3CCOCC3)c2)s1 | 4 | 4 | -1.0 | 3 | 1 | 2 | 0 | 1 | 0
CCOC(=O)c1c(C)[nH]c(C(=O)OCC(=O)Nc2cc(C)c(Cl)cc2OC)c1C | -1 | -8 | -0.6 | -1 | 0 | 4 | -7 | -3 | 4
CCc1nnc(SCC(=O)Nc2ccc(F)cc2)o1 | 0 | -1 | 0.7 | -5 | 1 | 16 | 2 | -22 | 20
O=C(N/N=C/c1ccc(N2CCOCC2)s1)c1ccccc1Br | 0 | 5 | 4.4 | 6 | 2 | -2 | 1 | -1 | 11
Cc1ccc(Cl)cc1N1CCN(C(=O)c2ccc(NS(=O)(=O)c3c(C)noc3C)cc2)CC1 | 19 | -5 | 0.0 | 15 | 7 | -7 | -5 | -20 | 1
Cc1cc(C(=O)CSc2nn3c(=O)c(C(C)(C)C)nnc3s2)c(C)n1C | -4 | 4 | 0.1 | 2 | 1 | 0 | 2 | -5 | 5
COc1ccc(C2N=C(N)N=C(N)N2c2ccccc2)cc1OC (stereo not drawn) | -6 | 4 | 1.1 | 3 | 3 | 1 | 0 | -9 | 5
O=C(Nc1ccc2c(c1)OCO2)C1CCN(C(=O)c2ccc(Br)cc2)CC1 | -11 | 11 | -2.0 | 1 | 1 | -1 | 0 | -12 | 16
CCCNC(=O)NC(=O)COC(=O)c1cccc(NS(=O)(=O)c2ccc(F)c(F)c2)c1 | 8 | -4 | -0.4 | -15 | -1 | 18 | -1 | -1 | 6
CC(C)(C)c1ccc(COc2ccsc2C(=O)O)cc1 | 10 | -1 | -1.3 | -3 | 1 | 11 | -2 | 0 | -1
Cc1ccc(CNC(=O)c2nnn(CC(=O)Nc3cccc(C)c3C)c2N)cc1 | -1 | 5 | 1.6 | -15 | 2 | 4 | 1 | 0 | -1
CCN(Cc1ccccc1)Cc1c(F)cccc1F | -3 | 0 | -0.4 | 2 | 3 | 10 | 0 | -16 | 4
COc1ccc(S(=O)(=O)n2cnc3cc(C)c(C)cc32)cc1C | 11 | -8 | -0.1 | 7 | 10 | 1 | 5 | 23 | -12
COc1ccc(NC(=O)CC2SC(=Nc3ccccc3)NC2=O)cc1 (stereo not drawn) | 3 | -9 | 1.8 | -8 | 3 | -4 | 1 | 0 | -1
CC1=C(C(=O)OC(C)C)C(c2c(O)ccc3ccccc23)NC(=O)N1 (stereo not drawn) | -4 | -5 | 1.2 | -4 | 1 | 2 | 3 | 5 | 5
O=C(CSc1nccc(=O)[nH]1)NCc1ccco1 | -5 | 7 | -0.1 | -5 | 2 | 7 | 3 | -10 | 10
C(=N\n1cnnc1)/c1cn(-c2cccs2)nc1-c1ccccc1 | -2 | -3 | 0.3 | -6 | 7 | 0 | -1 | -1 | 4
O=[N+]([O-])c1cn(-c2nc(-c3ccco3)cc(C(F)(F)F)n2)cn1 | 1 | -1 | -0.6 | -2 | 0 | 9 | 0 | -4 | 5
CC(C)[C@H](NC(N)=O)C(=O)Nc1ccc(F)c(Cl)c1 | 4 | 6 | 1.7 | -13 | 3 | 2 | 3 | 6 | 5
N/C(=N\N=C\c1cccc([N+](=O)[O-])c1)c1nonc1N | -1 | 6 | -6.8 | 0 | 1 | -7 | -1 | -10 | 5
Cc1cc(C(=O)N2CCN(S(=O)(=O)c3ccccc3)CC2)c(C)o1 | 1 | -2 | -1.0 | -13 | 2 | 3 | -1 | -12 | 7
CCCOc1cccc(C(=O)NC(=S)Nc2ccc(N3CCN(C)CC3)cc2)c1 | 11 | -17 | -1.0 | 16 | 3 | -17 | -10 | 58* | -30
CCOC(=O)C1(Cc2ccc(Cl)cc2)CCN(C(=O)c2ccoc2)CC1 | 0 | 2 | -1.2 | -3 | 3 | 4 | -4 | -9 | 7
CCOC(=O)C1=C(c2ccccc2)NC(=O)NC1c1ccc(OC)cc1OC (stereo not drawn) | -2 | -2 | -0.6 | -13 | 1 | 2 | -4 | 1 | -4
CCCNC(=O)C1(CC2CC(c3ccccc3)=NO2)CCN(C(=O)C2(C)CC2)CC1 (stereo not drawn) | -1 | 6 | -1.9 | -3 | 3 | 0 | 0 | 0 | 3
Cc1nc2c(C)cccn2c(=O)c1NC(=O)c1cccs1 | -5 | 6 | -1.0 | -4 | 1 | 10 | 5 | -14 | 11
COc1cc(-c2nnc(-c3cc(OC)c(OC)c(OC)c3)o2)cc(OC)c1OC | 9 | -3 | -1.6 | -7 | 1 | -1 | 0 | -15 | 3
Cc1cccc(NC(=O)CNC(=O)c2ccco2)n1 | 1 | -2 | 0.5 | -5 | 1 | 3 | 3 | 2 | 3
COc1cc(OC)c2c(-c3cccc(-c4ccoc4)c3)cc(=O)oc2c1 | -5 | 0 | -4.2 | -22 | 1 | -1 | -2 | -11 | 6
COc1ccc(OC)c(CCNC(=O)C(=O)Nc2ccc3nc4n(c(=O)c3c2)CCCCC4)c1 | -3 | 5 | 0.6 | 0 | 1 | -1 | 3 | 10 | -4
COc1ccc(C(C)NC(=O)c2ccoc2C)cc1OC (stereo not drawn) | 4 | -1 | -0.3 | -2 | 1 | 5 | 0 | 9 | 0

Copied from the list:
`COc1cc(-c2nnc(-c3cc(OC)c(OC)c(OC)c3)o2)cc(OC)c1OC` | M4 ag: 1
`Cc1nc2c(C)cccn2c(=O)c1NC(=O)c1cccs1` | CRFBP-R2 agonist: -1.0

Continued.
SMILES | M5 antag | M5 PAM | CRFBP-R2 agonist | M4 antag | M4 ag | M4 PAM | CHRM5 agonist | CHRM1 antagonist | CHRM1 PAM
O=C(NCc1ccco1)c1cc(-c2cccs2)nc2ccccc12 | 8 | -12 | 3.7 | 1 | 12 | -10 | 1 | 7 | -3
Cc1oc(/N=C/c2ccc3c(c2)OCO3)c(C#N)c1C | -1 | 3 | 1.4 | -5 | 3 | 5 | 0 | -10 | 5
Cc1csc(NC(=O)CSc2nnc(-c3cccs3)n2C)n1 | 0 | 4 | -1.9 | -5 | 1 | 2 | -1 | 4 | 0
O=C(CN1C(=O)COc2ccc(S(=O)(=O)N3CCCC3)cc21)Nc1cccc(F)c1 | -1 | 2 | 0.0 | -10 | 2 | -5 | -4 | -8 | 4
CCOC(=O)c1c(N/N=C/c2ccncc2)n[nH]c1C | 0 | 8 | -1.7 | 4 | 1 | 3 | -3 | -6 | 2
Cn1cnnc1SCC(=O)Nc1ccccc1C(=O)NC1CCCC1 | -3 | -3 | 3.2 | -18 | 3 | 2 | -2 | -6 | 2
O=C(NC1CCS(=O)(=O)C1)c1cc(-c2ccccc2)nc2ccccc12 (stereo not drawn) | 3 | -2 | 0.8 | -4 | 1 | 0 | 0 | -1 | 1
CC(=O)N1CCC(c2nc3ccccc3n2C(C)C(=O)NCc2ccccc2)CC1 (stereo not drawn) | -9 | 9 | · | -1 | 1 | 4 | 1 | · | ·
CCN(c1ccccc1)S(=O)(=O)c1cc(NC(=O)Nc2ccccc2C#N)ccc1Cl | 8 | -2 | 9.0 | -12 | 4 | 10 | -3 | 0 | 7
Cn1c(=NC(=O)C2CCN(S(=O)(=O)c3cccs3)CC2)sc2ccccc21 | 5&-4 | -1&3 | 1.0&-1.3 | 2&0 | 3&1 | 0&-2 | 6&1 | 5&-14 | -3&11
Cc1ccc(S(=O)(=O)/N=C2/NC(=O)/C(=C/c3cc([N+](=O)[O-])ccc3O)S2)cc1 | 8 | -18 | 67* | 30* | 108* | -26 | 49* | 29 | -15
COc1cc2c(cc1OC)-c1n[nH]c(=S)n1C(C)(C)C2 | 1 | 2 | 0.0 | -4 | 1 | 0 | 1 | -1 | 5
COc1cc2oc3cc(C#Cc4ccc(N)cc4)ccc3c(=O)c2cc1OC | -1 | -1 | 1.3 | -5 | 9 | -3 | 5 | 31 | -15
O=C(NC(=S)Nc1ccccc1O)c1ccccc1Cl | 1 | 2 | -0.1 | 4 | 3 | -1 | -3 | -10 | 5
O=C(CCNS(=O)(=O)c1ccc(Br)s1)NCc1ccccc1Cl | 3 | 9 | -1.2 | 3 | 1 | -11 | 5 | -4 | 6
CCOC(=O)C1=C(COC(=O)C(CC)c2ccccc2)NC(=O)NC1C (stereo not drawn) | -8 | 15 | -1.6 | -15 | 2 | 4 | 0 | -7 | 3
O=C(Nc1ncc(Cl)cc1Cl)c1c(F)cccc1Cl | 9 | 7 | -2.4 | 3 | 0 | -3 | -2 | -8 | 14
Oc1ccc(Cn2ccnc2)c2cccnc12 | -14 | 5 | 0.7 | 4 | 1 | 0 | -1 | -3 | 15
CC(=O)c1sc(NC(=O)CCOc2ccccc2)nc1C | 2 | -2 | -1.2 | 6 | 2 | 3 | -1 | -3 | 7
O=C(Nc1nccs1)c1cncc(Br)c1 | -1 | -4 | -2.6 | -2 | 3 | 0 | 2 | 4 | -1
